Bioassay records: PubChem BioAssay, National Center for Advancing Translational Sciences (NCATS)
MBNL1 CUG block = qHTS Assay for Inhibitors of MBNL1-poly(CUG) RNA binding; Muscleblind-like protein 1 (Homo sapiens), Q9NR56; TR-FRET MBNL1-His/biotin-(CUG)12 binding, 665/545 ratio; Potency, µM (series often up to 57.5 µM), for inactives: top-dose activity change, negative = inhibition, most hits filed as inhibitors; 0.036% of 280,000 active; AID 2675, 2010; active = well fitted inhibition curve with a large enough effect in the signal ratio, with a control signal flat, not every such curve was filed as active; inconclusive = small, poorly fitted or top-dose-only effect, or effect the other way, or a change in a side signal; inactive = no such curve, though single readings can be large or run the other way; the % refers to the signal ratio; note: potency is the fitted concentration of half-maximal effect; % is set by controls: 0 for no effect and ±100 for the full control effect
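His-tagged MBNL1 binding to biotinylated (CUG)12 RNA was measured by TR-FRET using terbium anti-His antibody (0.055 ng/ul final) and streptavidin-XL665 (5 nM final). Compounds were titrated 92 nM to 58 uM; 60 min at room temperature.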
Mito fusion act = qHTS Assay for Small Molecule Inhibitors of Mitochondrial Division or Activators of Mitochondrial Fusion; S. cerevisiae fusion-defective mutant growth rescue, CellTiterGlo 48 h; Potency, µM (titrated, usually from 46.1 µM), without a hit: at the highest dose growth rescue (activation), usual class: activators; 0.23% of 320,000 active;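 note: potency is the fitted concentration of half-maximal effect; % of control where 0% means no effect; nearly all actives have a fitted effect of over 45% in size; temperature-sensitive fusion mutants such as fzo1-1 at 37 °C on non-fermentable ethanol glycerol medium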
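Growth-rescue viability read-out: after 48 h at the non-permissive 37C in glycerol/ethanol YPEG, yeast mitochondrial fusion mutants are measured by CellTiterGlo luminescence; compounds (23 nl pinned per well) restoring growth score as division inhibitors or fusion activators.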
A-T KAP1 phos = qHTS Assay for Identifying a Potential Treatment of Ataxia-Telangiectasia; […] A-T fibroblasts, KAP-1 phosphorylation AlphaLISA; neocarzinostatin DNA damage 30 min before lysis; Potency, µM (top dose mostly 57.5 µM), without a hit: at the top dose activation, most hits filed as activators; 0.19% of 320,000 active; AID 485349, 2010; note: potency is the fitted concentration of half-maximal effect; % of control where 0% means no effect; nearly all actives have a fitted effect of over 45% in size
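ATM-like activity read as KAP-1 phosphorylation via AlphaLISA donor/acceptor antibody pairs after lysis and 6 hr at 25C. Cells were ATM-null patient fibroblasts ([…], hTERT), dosed 60 min, then exposed to the DSB inducer NCS for 30 min.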
MLL CXXC-DNA inh = qHTS Fluorescence Polarization Assay for Inhibitors of MLL CXXC domain - DNA interaction. Potency, µM (titrated, usually from 115 µM), for the others: top-dose activity change, negative = inhibition, actives largely listed as inhibitors. AID 2662, 2010. Histone-lysine N-methyltransferase 2A (Homo sapiens), Q03164. 0.037% of 290,000 active. MLL-CXXC / FITC-HOXA9 DNA fluorescence polarization; active = well fitted inhibition curve with a large enough effect in the polarisation, with a control signal flat, not every such curve was filed as active; inconclusive = small, poorly fitted or top-dose-only effect, or effect the other way, or a change in a side signal; inactive = no such curve, though single readings can be large or run the other way; the % refers to the polarisation; note: potency is the fitted concentration of half-maximal effect
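Fluorescence polarization: 7 uM MLL-CXXC (stock) preincubated 5 min with compounds, then 50 nM fluorescein-HOX-A9 DNA (stock) added; 30 min ambient. Buffer 50 mM Tris-HCl pH 7.5, 50 mM NaCl, 1 mM DTT, 0.05% BSA.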
TSG101-PTAP inh = qHTS Assay for Iinhibitors of HIV-1 Budding by Blocking the Interaction of PTAP/TSG101 | Tumor susceptibility gene 101 protein (Homo sapiens), Q99816 | Fluorescence polarization, FITC-PTAP peptide / Tsg101 binding | Potency, µM (highest dose often 115 µM), inactives show at the top dose activity change, negative = inhibition, usual class: inhibitors | 340,000 tested, under 10 active | AID 493005, 2010; active = well fitted inhibition curve with a large enough effect in the main read-out, with a control signal flat, not every such curve was filed as active; inconclusive = small, poorly fitted or top-dose-only effect, or effect the other way, or a change in a side signal; inactive = no such curve, though single readings can be large or run the other way; note: potency is the fitted concentration of half-maximal effect; % of control where 0% means no effect
Target sequence (Q99816 whole entry, looked up): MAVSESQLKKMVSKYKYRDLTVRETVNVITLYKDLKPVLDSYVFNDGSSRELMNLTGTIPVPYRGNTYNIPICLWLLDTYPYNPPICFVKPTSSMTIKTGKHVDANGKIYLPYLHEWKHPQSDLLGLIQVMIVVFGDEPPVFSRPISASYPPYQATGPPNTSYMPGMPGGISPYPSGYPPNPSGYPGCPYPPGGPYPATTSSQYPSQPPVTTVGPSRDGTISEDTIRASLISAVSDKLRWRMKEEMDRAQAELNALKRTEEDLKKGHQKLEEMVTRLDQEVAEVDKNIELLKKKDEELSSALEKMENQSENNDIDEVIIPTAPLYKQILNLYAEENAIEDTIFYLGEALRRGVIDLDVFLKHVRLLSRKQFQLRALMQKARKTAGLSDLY
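Tsg101 binding domain (10 uM final) was mixed with compound and a FITC-labeled PTAP peptide (50 nM final) in HEPES pH 7.5 buffer with NaCl, Tween 20, EDTA and TCEP; fluorescence polarization was read after 20 min at r.t.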
TCR activator = Activators of T cell receptors: qHTS campaign; 330,000 tested, under 10 active; Potency, µM (highest dose often 9.22 µM), without a hit: at the top dose activation of IL-2 secretion, usual class: activators; primary human leukocytes, anti-CD3, IL-2 HTRF, 48 h; note: % of control where 0% means no effect
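Primary human leukocytes incubated 48 hr with anti-CD3 beads plus compound, without co-stimulation. Secreted IL-2 measured by HTRF (europium cryptate/d2 anti-IL-2 pair, 320 nm excitation, 665 nm emission).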
ASM inhibitor = Inhibitors of Secretory Acid Sphingomyelinase (S-ASM): qHTS. Sphingomyelin phosphodiesterase (Homo sapiens), P17405. placental ASM, HMU-PC fluorogenic substrate, 60 min. Potency, µM (highest dose often 57.5 µM), for inactives: at the top dose activity change, negative = inhibition, usual class: inhibitors. 0.006% of 340,000 active. AID 504937, 2011; note: potency is the fitted concentration of half-maximal effect
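Fluorogenic HMU-PC substrate (9 uM final) is turned over by placental ASM in 60 min at 37 C after a 10 min compound preincubation. Reaction ended by alkaline stop (pH 10), with fluorescence read at 386/447 nm.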
Menin MLL FP TR = qHTS Assay for Inhibitors Targeting the Menin-MLL Interaction in MLL Related Leukemias: Competition With Texas Red Labeled MLL-derived Mutant Peptide; Menin + Texas Red MLL mutant peptide, fluorescence polarization; O00255; AID 1768, 2009; Potency, µM (highest dose often 61.6 µM), inactives show at the top dose FP activity change, negative = inhibition, actives largely listed as inhibitors; 0.23% of 270,000 active; active = well fitted inhibition curve with a large enough effect in the polarisation, with a control signal flat, not every such curve was filed as active; inconclusive = small, poorly fitted or top-dose-only effect, or effect the other way, or a change in a side signal; inactive = no such curve, though single readings can be large or run the other way; the % refers to the polarisation; note: potency is the fitted concentration of half-maximal effect; % of control where 0% means no effect; many of its hits are not listed in these tables
Target sequence (O00255 whole entry, looked up): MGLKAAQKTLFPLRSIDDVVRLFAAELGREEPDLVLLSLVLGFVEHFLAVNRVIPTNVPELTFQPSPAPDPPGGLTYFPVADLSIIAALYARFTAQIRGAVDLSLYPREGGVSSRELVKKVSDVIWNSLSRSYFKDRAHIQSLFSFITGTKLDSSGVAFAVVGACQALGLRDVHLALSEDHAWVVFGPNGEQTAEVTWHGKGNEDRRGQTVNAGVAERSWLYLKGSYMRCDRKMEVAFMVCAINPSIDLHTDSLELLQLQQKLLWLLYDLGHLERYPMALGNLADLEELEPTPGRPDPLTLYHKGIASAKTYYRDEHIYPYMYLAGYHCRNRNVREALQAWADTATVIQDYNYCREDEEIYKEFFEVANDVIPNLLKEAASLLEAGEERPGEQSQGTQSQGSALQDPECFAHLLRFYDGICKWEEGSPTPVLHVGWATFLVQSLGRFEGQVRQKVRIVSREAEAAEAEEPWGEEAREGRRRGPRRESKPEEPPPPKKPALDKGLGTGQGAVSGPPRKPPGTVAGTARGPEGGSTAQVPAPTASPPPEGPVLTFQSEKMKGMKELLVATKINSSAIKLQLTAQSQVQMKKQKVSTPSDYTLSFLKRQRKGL
TSHR antag = Antagonists of the Thyroid Stimulating Hormone Receptor: HTS campaign | Thyrotropin receptor (Homo sapiens), P16473 | TSHR-expressing cells, TSH-stimulated cAMP HTRF, 2 h; stronger effect = lower value | activity change, negative = inhibition, % at 11.5 µM | 0.2% of 330,000 active | AID 504810, 2011;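 active = activity change below a set negative limit, meaning inhibition stronger than a set level, cut at about -70% in these data; inconclusive = activity change between two set negative limits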; note: % is set by controls: 0 for no effect and ±100 for the full control effect
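TSHR-expressing cells were treated with compounds, then stimulated with TSH at EC80 (4nM final) for 2 hours at 37 deg C. Cellular cAMP was measured by HTRF competition between lysate cAMP and cAMP-d2 for a cryptate-labelled anti-cAMP antibody.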
a7 integrin act = qHTS for Activators of Integrin-Mediated Alleviation for Muscular Dystrophy; Potency, µM (doses to about 38.3 µM), for the others: at the top dose activation, hits mostly activators; 0.064% of 350,000 active; alpha7betagal myoblasts, beta-gal FDG fluorescence, 48 h; AID 624291, 2012;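 note: potency is the fitted concentration of half-maximal effect; 100% = response of the positive control SU9516; nearly all actives have a fitted effect of over 60% in size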
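Alpha7betagal+/- myoblasts (passage 13) were plated 16-24 hr, then exposed to compounds (1:260 dilution of DMSO stock) for 48 hours at 37C. After MPER lysis, β-galactosidase reporter activity was read as FDG fluorescence (ex 480/em 540) after 30 minutes.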
* = called active by the depositor; ? = inconclusive; . = no result given; [ ] = dose if it differs, or a comment. Unless noted, calls come from the whole dose curve; as a rule, active = well fitted curve in the direction sought with a large enough effect; inconclusive = small, poorly fitted or top-dose-only effect, or another doubt; inactive = no such curve, though single readings can be large; an effect the other way counts as inactive or inconclusive. Some of the compounds tested; count on the stated rates, not on these rows.

SMILES	MBNL1 CUG block	Mito fusion act	A-T KAP1 phos	MLL CXXC-DNA inh	TSG101-PTAP inh	TCR activator	ASM inhibitor	Menin MLL FP TR	TSHR antag	a7 integrin act
CCCN(CC(=O)Nc1ccc(F)c(F)c1F)C(=O)c1ccc(N2CCCC2=O)cc1	.	0%	7%	.	-2%	2%	1%	.	-5	15%
CCOCCCNC(=S)Nc1ccc2nc3n(c(=O)c2c1)CCCCC3	6%	-2%	-1%	-5%	-2%	2%	5%	5%	11	-20%
CC(=O)C1=C(O)C(=O)N(CCc2c[nH]c3ccccc23)C1c1ccco1 (stereo not drawn)	1%	-2%	-1%	-11%	-13%	-1%	-3%	5%	-5	2%
O=C(COC(=O)c1ccc(S(=O)(=O)NCc2ccco2)cc1)Nc1ccccc1OC(F)F	-10%	11%	4%	25%	-3%	2%	-1%	-13%	14	-21%
COc1ccc(N(C(=O)c2snc(C(N)=O)c2N)C(C(=O)NC2CCCC2)c2ccc(F)cc2)c(OC)c1 (stereo not drawn)	-4%	-2%	-8%	4%	-6%	-6%	315%[activator]	-6%	12	38%
CN(CCc1ccccn1)C(=O)CCC1CCCN(C(=O)c2ccsc2)C1 (stereo not drawn)	3%	1%	8%	-20%	-2%	0%	1%	-8%	-13	-17%
CCc1ccccc1NC(=S)N(CCCN1CCOCC1)Cc1ccccn1	-5%	-4%	0%	5%	-4%	1%[46.1 µM]	.	1%	14	-11%
Cc1ccc(C2=NS(=O)(=O)N(C)C(C(=O)NC(C)c3ccccc3)=C2)cc1 (stereo not drawn)	?	6%	-10%	.	0%	-2%	-8%	26%	25	-8%
COc1ccc(NC(=S)N2CCC(NC(=O)c3ccco3)CC2)cc1	2%	4%	-2%	6%	-4%	0%	0%	1%	4	40%
O=C(c1cnsn1)N1CCC(CO)(Cc2cccc(F)c2)CC1	13%	4%	-7%	6%	-4%	0%	-1%	-5%	4	4%
Cc1cccc(C(=O)O/N=C2/CC3CCC2(C)C3(C)C)c1 (stereo not drawn)	6%	13%	27%	1%	-2%	-6%[46.1 µM]	-2%	-17%	30	-16%
Cc1ccc(CNc2cnn(C34CC5CC(CC(C5)C3)C4)c(=O)c2Cl)cc1	-5%	-11%	.	12%	-2%	-3%[46.1 µM]	0%	?	-22	-20%
Cc1cccc(N2CCN(C(=O)Cc3ccc(-n4c(=O)[nH]c5ccsc5c4=O)cc3)CC2)c1C	-2%	-7%	1%	8%	0%	-9%[46.1 µM]	-8%	3%	-5	3%
N#Cc1c(NC(=O)COC(=O)c2ccc(F)cc2)sc2c1CCC2	-13%	2%	3%	-6%	3%	.	-4%	-3%	-9	9%
O=C(COC(=O)CCS(=O)(=O)c1ccc(Cl)cc1)NC1CCCCC1	4%	-7%	.	-11%	-2%	-5%	0%	0%	1	15%
COC(=O)C1=C(C)NC(=S)N(C(C)=O)C1c1ccc(OC)c(OC)c1 (stereo not drawn)	12%	-2%	3%	10%	-2%	1%[46.1 µM]	3%	-1%	8	-21%
O=C(Nc1ccc2c(c1)CCC2)c1ccccc1F	-16%	1%	4%	8%	-4%	-3%[46.1 µM]	0%	-6%	10	26%
COc1cccc(N(CC(=O)NCCSc2ccccc2)S(C)(=O)=O)c1	8%	4%	1%	3%	-1%	.	2%	0%	2	-5%[7.66 µM]
Cc1ccc(C(=O)/C=C/c2ccc3c(c2)OCO3)o1	4%	-6%	-2%	5%	-7%	-11%	111%[activator]	?	-9	-22%
Cc1cc(C(=O)NC2CCCc3c2cnn3-c2ccc(C)c(C)c2)nc(C)n1 (stereo not drawn)	-8%	0%	0%	32%[activator]	-5%	7%	-5%	.	18	-37%
COc1ccc(NC(=O)Cc2ccc(Cl)cc2Cl)cn1	-1%	-2%	12%	1%	-5%	-1%	0%	2%	-4	0%
CC1(C)Cc2nc3[nH]c(=S)[nH]c(=O)c3cc2CO1	.	1%	-2%	0%	-3%	10%	0%	.	-7	2%
CN(c1nc2ccccc2[nH]c1=O)C1CCCCC1	-2%	9%	-4%	28%	16%	-2%	12%	?	20	0%
Cc1nc2ccccc2c(=O)n1NC(=O)c1ccco1	1%	-1%	1%	2%	2%	-8%[46.1 µM]	-1%	0%	12	-7%
CCCCNc1c(-c2ccc(OC)c(Sc3ccc(OC)cc3)c2)nc2cnccn12	.	.	?	.	-2%	4%	334%[activator]	.	-1	-3%
Cc1ccc(CN2CCN(/N=C/c3ccccc3)CC2)cc1	0%	-6%	4%	-6%	1%	-1%	-2%	.	-1	?
O=C(NCC1CCCN1S(=O)(=O)c1cccs1)C(=O)Nc1ccc(F)cc1F (stereo not drawn)	.	-1%	5%	.	2%	-3%	-2%	.	3	23%
C=CCN(CC=C)S(=O)(=O)c1ccc2nc(NC(=O)C(C)C)sc2c1	-5%	27%	-3%	2%	-2%	1%	-3%	-8%	-7	-13%
CCOC(CNC(=O)C1CCN(S(=O)(=O)c2ccc3nc4c(c(C(=O)O)c3c2)CCCCC4)CC1)OCC	4%	5%	-2%	6%	1%	-5%	0%	.	3	44%
O=C(O)c1ccccc1NC(=O)C(c1ccccc1)c1ccccc1	.	.	.	.	-1%	1%	12%	.	.	-12%
O=C(c1ccccc1)c1ccc(OCCCN2CCCC2)cc1	-20%	-8%	-2%	4%	-1%	13%[46.1 µM]	2%	-4%	-1	24%
Cc1nn(-c2ccc(Cl)c(Cl)c2)c(=O)c2ccccc12	8%	17%	1%	8%	-10%	-3%	1%	17%	11	13%
O=C(NN1C(=O)C2C3c4ccccc4C(c4ccccc43)[C@@H]2C1=O)c1ccccc1 (stereo partly drawn)	-11%	1%	1%	9%	-1%	-3%[46.1 µM]	6%	-9%	-5	2%
COc1ccccc1NC(=O)Nc1ccccc1C(=O)NCCCN1CCOCC1	-5%	4%	-4%	0%	0%	-1%	1%	.	15	4%
CC(C)OP(=O)(c1ccccc1)c1ccccc1	?	-2%	3%	1%	-4%	6%[46.1 µM]	10%	2%	-5	15%
COc1ccc(C(=O)C2CCCN(Cc3ccc4nonc4c3)C2)cc1F (stereo not drawn)	23%	13%	-2%	0%	1%	4%	-1%	0%	-4	-5%
CSCC[C@H](NC(=O)OC(C)(C)C)C(=O)N/N=C/c1cc2ccc(C)cc2nc1Cl	18%	13%	1%	-5%	-3%	-6%[46.1 µM]	-2%	-22%	-1	-2%
CCCCN(C)CC(O)Cn1cc(/C=C/C(=O)c2ccc(OCC)cc2)c2ccccc21 (stereo not drawn)	20%	-63%[inhibitor]	-20%	35%[activator]	.	.	.	?	1	.
OCCCn1c(C2CCCN2c2nc(-c3ccc(F)cc3)cs2)nc2cc(Cl)c(N3CCCCC3)cc21 (stereo not drawn)	.	.	.	.	-2%	0%	2%	.	.	5%
O=C(CC1C(=O)NCCN1Cc1c(F)cccc1Cl)NCCCn1ccnc1 (stereo not drawn)	-5%	-5%	-7%	-8%	1%	-4%	2%	10%	19	0%
N#Cc1c(NC(=O)CSc2nnnn2C2CCCCC2)sc2c1CCCC2	8%	-3%	-2%	-1%	1%	4%	-2%	0%	2	-8%
N#CC1=C2N=C(N)c3ccccc3N2C2=C(C(=O)CCC2)C1c1cccc(Cl)c1 (stereo not drawn)	8%	0%	22%	12%	-3%	-3%	-22%	14%	2	18%
